Screens as filed in PubChem.
Casp6 inh = caspase-6 (human) enzyme inhibition; AID 686996; P55212; 350,000 compounds, 0.53% hits; inhibition, % at 12.5 µM; purified caspase-6, Z-VEID-R110 cleavage fluorescence;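 active means mean inhibition across replicates at least about 35%, with every replicate also reaching that limit, limit read from the data; inconclusive means only one of the two criteria met; inactive means neither criterion met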;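 further: 0% = median of neutral control wells and 100% = no fluorescence left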
Target sequence (P55212 24-179 limits assumed): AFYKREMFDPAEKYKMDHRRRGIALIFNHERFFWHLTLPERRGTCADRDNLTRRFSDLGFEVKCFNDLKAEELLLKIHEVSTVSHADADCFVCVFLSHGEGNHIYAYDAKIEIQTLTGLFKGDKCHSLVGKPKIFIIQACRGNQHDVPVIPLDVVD
Target sequence (P55212 194-293 limits assumed): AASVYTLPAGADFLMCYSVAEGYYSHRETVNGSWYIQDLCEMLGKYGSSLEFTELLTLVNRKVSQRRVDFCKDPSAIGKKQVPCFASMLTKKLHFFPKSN
esBAF inh = inhibitors of esBAF chromatin remodeling in mouse ES cells. 350,000 compounds, 2% hits. reporter increase, % at 12.5 µM. Bmi1-luciferase knock-in reporter, 24 h; 100% = twice the neutral-well signal; in the data active means activation above about 40%; inconclusive means no clear call, values can overlap the other calls;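 further: 0% = median of the plate's neutral control wells and 100% = double that signal; a rise in the Bmi1 reporter signal indicates esBAF inhibition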
E-sel inducer = E-selectin induction on HUVECs. activation, % at 7.58 µM. 260,000 compounds, 0.37% hits. AID 686992. HUVEC E-selectin immunofluorescence imaging; normalized: neutral wells 0, TNF-alpha wells 100;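 active means mean E-selectin-positive cell signal at least 10% of the positive control, reached in at least 60% of replicates, without over 20% cell loss; inconclusive means no rule given, readout overlaps actives, possibly toxicity-flagged; inactive means the rest, including those meeting only one limit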;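 further: in these data hits start at about 27%; measured in HUVEC primary endothelial cells; signal is the percent of cells scored E-selectin positive by PE staining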
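Read-out basis: % PE-positive cells; Test system: HUVEC primary endothelial cells; Technique: immunofluorescence imaging; Dosing: single-point compound dose.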
ARNT-TACC3 inh = ARNT/TACC3 interaction disruption; Q9Y6A5; AlphaScreen His-ARNT PAS-B/GST-TACC3 binding, luminescence; TACC3 fragment carries E629A point mutation; inhibition, % at 9.99 µM; 390,000 compounds, 0.66% hits; AID 623870;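 active means mean inhibition of replicates at least 50% and at least half of replicates each reaching 50%; inconclusive means half or more replicates reach 50% but mean below 50%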;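 further: 0% = complete ARNT plus TACC3 wells and 100% = ARNT alone without TACC3; many hits fall short of the cut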
RAD52 anneal inh = inhibitors of human RAD52 DNA annealing. 360,000 compounds, 0.46% hits. P43351. AID 651710. recombinant RAD52 DNA annealing, FRET fluorescence. inhibition, % at 18.7 µM;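 active means every replicate showing at least 50% inhibition; inconclusive means mean inhibition at least 50% but not in every replicate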
RAD54 inh = inhibitors of human RAD54 branch migration; Q92698; RAD54 Holliday junction branch migration, FAM/BHQ fluorescence; inhibition, % at 10.4 µM; 360,000 compounds, 0.14% hits; AID 602329;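 active means mean normalized replicate activity at least 40 and at least half of replicates scoring 40 or more; inconclusive means only one of the two criteria met; inactive means mean below 40 and under half of replicates reaching 40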;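 further: 0% = median of neutral control wells and 100% = median of positive control wells; inhibitors cause a drop in the FAM fluorescence signal; in these data hits start at about 50%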
Target sequence (Q92698 whole entry, looked up): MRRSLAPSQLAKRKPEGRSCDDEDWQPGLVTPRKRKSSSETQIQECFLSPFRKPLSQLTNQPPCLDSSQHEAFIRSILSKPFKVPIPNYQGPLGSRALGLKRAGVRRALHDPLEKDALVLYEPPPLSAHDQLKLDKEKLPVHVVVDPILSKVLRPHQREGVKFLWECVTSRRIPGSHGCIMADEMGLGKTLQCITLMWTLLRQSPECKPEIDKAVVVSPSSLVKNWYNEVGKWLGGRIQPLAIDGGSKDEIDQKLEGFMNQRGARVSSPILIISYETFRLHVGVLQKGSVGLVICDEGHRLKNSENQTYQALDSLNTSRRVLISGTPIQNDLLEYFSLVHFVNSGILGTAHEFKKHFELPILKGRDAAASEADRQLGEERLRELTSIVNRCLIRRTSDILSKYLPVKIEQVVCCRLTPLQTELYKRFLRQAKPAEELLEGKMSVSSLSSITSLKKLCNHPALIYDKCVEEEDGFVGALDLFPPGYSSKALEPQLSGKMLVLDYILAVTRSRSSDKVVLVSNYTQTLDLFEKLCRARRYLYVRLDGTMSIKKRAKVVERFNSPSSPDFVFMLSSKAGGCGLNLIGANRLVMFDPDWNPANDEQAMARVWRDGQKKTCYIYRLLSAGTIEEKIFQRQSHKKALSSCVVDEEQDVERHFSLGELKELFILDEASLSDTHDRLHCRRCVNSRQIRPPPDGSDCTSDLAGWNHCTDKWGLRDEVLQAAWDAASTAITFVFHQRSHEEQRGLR
PglD inh = PglD (C. jejuni) enzyme inhibition | purified PglD enzyme, DTNB colorimetric CoA detection | inhibition, % at 12.5 µM | 360,000 compounds, 0.098% hits | AID 602405; in the data active means inhibition above about 16%, passing the limit was not always enough; inconclusive means no clear call, values can overlap the other calls; further: strong numbers were not always called active
ERp5 inh = inhibitors of human ERp5 | Q15084 | ERp5 insulin aggregation, absorbance 650 nm, 90 min | inhibition, % at 9.99 µM | 350,000 compounds, 0.05% hits;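 active means mean replicate inhibition above about 25%, with every replicate also reaching it, limit read from the data, passing the limit was not always enough; inconclusive means only one of those two criteria met; inactive means neither criterion met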
Active calls of the source: *; u = inconclusive; x = not tested or not shown.

Each structure is followed by: PglD inh	E-sel inducer	Casp6 inh	esBAF inh	ARNT-TACC3 inh	RAD54 inh	RAD52 anneal inh	ERp5 inh
1	COc1ccc(CN2C(=O)c3cccnc3C2=O)cc1S(=O)(=O)NCc1ccco1
  0	x	x	26	28	-3	-14	0
2	CC(NC(=O)c1ccc(S(=O)(=O)Nc2ccccc2)cc1)c1ccc(S(N)(=O)=O)cc1 (centres undefined)
  -3	x	1	-4	5	-1	-18	5
3	O=C(COC(=O)c1cc(S(=O)(=O)N2CCOCC2)ccc1Cl)NC1CCCCC1
  -1	0.1	2	-6	x	-3	-4	-5
4	O=C(O)c1ccc(N=Cc2c(O)ccc3ccccc23)cc1
  -1	0.5	-1	12	-12	12	-4	7
5	COc1ccc(S(=O)(=O)NC2CC3CCC2C3)cc1Br (centres undefined)
  -1	0.4	7	-2	-3	4	0	1
6	COCC(=O)Nc1ccc2c(c1)[C@@H]1C[C@H](CC(=O)NCc3ccc(Cl)cc3)O[C@H](CO)[C@@H]1O2
  6	-0.5	x	2	-8	-2	x	x
7	CC1(c2ccccc2Cl)NC(=O)N(CC(=O)Nc2ccc(N3CCOCC3)cc2)C1=O (centres undefined)
  0	0.0	0	0	-2	-3	-11	0
8	O=C(COC(=O)c1ccc(O)cc1)Nc1ccc2c(c1)OCCO2
  -4	-0.1	2	u	-1	2	-4	-2
9	O=C(C[C@@H]1C=C[C@H](NC(=O)Cc2ccccn2)[C@@H](CO)O1)NCCc1ccncc1
  2	-0.3	-4	-1	47*	-2	-13	1
10	COc1cc(OC)c2c(=O)cc(-c3ccccc3)oc2c1
  1	x	-4	36	-32	14	8	-3
11	COC(=O)c1ccccc1NC(=O)N1CCN(S(C)(=O)=O)CC1
  x	0.7	-2	-4	3	x	-5	-1
12	COc1ccc(NC(=O)CN2CCCN(S(=O)(=O)c3ccc(F)cc3)CC2)c(OC)c1
  3	x	1	-1	-9	-1	8	3
13	CCCC(=O)N1CCC1(C)C(=O)Nc1cccc(OC(C)C)c1 (centres undefined)
  0	x	2	-5	x	-4	3	-5
14	CC(=O)Nc1ccc(S(=O)(=O)NCCCN2CCOCC2)cc1
  x	0.2	3	-4	1	x	7	0
15	C[C@@H]1CCCCO[C@@H](CN(C)Cc2ccncc2)[C@H](C)CN([C@@H](C)CO)C(=O)c2cc(NC(=O)Nc3ccc(F)cc3)ccc2O1
  -2	-0.1	x	10	2	1	x	x

Additional records
Each structure is followed by: PglD inh	E-sel inducer	Casp6 inh	esBAF inh	ARNT-TACC3 inh	RAD54 inh	RAD52 anneal inh	ERp5 inh
16	CCCN1CCC(NC(=O)C2CCCCC2C(=O)O)CC1 (centres undefined)
  3	-0.7	-8	0	-10	-9	-12	3
17	Cc1ccc(S(=O)(=O)NCC(=O)NC2CCCCCC2)cc1
  2	x	1	-7	16	5	1	0
18	O=C1Nc2cccc3c2N(CCC3)C2=C1CCC2
  -1	-0.6	2	5	x	-12	-59	12
19	Cc1cc(Cl)ccc1C(=O)C1CCCN(C(=O)c2ccc3ncccc3c2)C1 (centres undefined)
  0	x	-4	4	0	-6	-7	-2
20	CC(C)(C)[C@@H]1COC(=O)[C@H](Cc2ccc(F)cc2)CC/C=C\C[C@@H](CC(=O)NCCO)C(=O)N1
  -2	-0.1	3	0	-5	-3	-5	2
21	COc1ccc(CNC(=O)C2CCN(S(=O)(=O)c3ccc(Br)s3)CC2)cc1
  -3	x	8	5	-11	0	-8	4
22	O=C(O)c1ccc(/C=N/n2c(C3CCCCC3)n[nH]c2=S)cc1
  -1	x	-6	-4	-15	1	-1	-2
23	C[C@H](CO)N1C[C@H](C)[C@H](CN(C)S(=O)(=O)c2cccc(F)c2)Oc2ncc(C#CCN(C)C)cc2C1=O
  0	0.0	2	5	1	1	-26	-3
24	CCN(C(=O)CSc1nnc(-c2ccccc2)n1C)C1CCS(=O)(=O)C1 (centres undefined)
  -6	-3.1	x	-5	-8	-8	-19	0
25	O=C(N/N=C/c1cc([N+](=O)[O-])ccc1O)NC12CC3CC(CC(C3)C1)C2
  x	x	2	x	-5	x	-6	8
26	O=[N+]([O-])c1cccc(S(=O)(=O)NCC2CC3CCC2C3)c1 (centres undefined)
  2	0.0	-1	16	9	-7	-7	0
27	CC(=O)c1ccc(OC(=O)C2CSC3(C)CCC(=O)N23)cc1 (centres undefined)
  2	-0.4	7	3	x	3	-8	-3
28	Fc1ccc(CN2CCCCCCC2)cc1F
  0	0.4	x	5	-6	2	x	x
29	CCOc1cc(CNCc2ccc3c(c2)OCO3)ccc1OC
  -3	0.3	-2	0	11	-7	-7	8
30	COc1cccc(CN(C)C(=O)C2CCC(=O)N(Cc3cccc(F)c3)C2)c1 (centres undefined)
  5	u	0	2	-1	-2	5	6

The results go on:
Each structure is followed by: PglD inh	E-sel inducer	Casp6 inh	esBAF inh	ARNT-TACC3 inh	RAD54 inh	RAD52 anneal inh	ERp5 inh
31	COC(=O)CCCC1=CC2=C(c3ccccc3)C(=O)C(C)(OC(=O)C3CCCC3)C(=O)C2=CN1C1CC1 (centres undefined)
  -3	0.0	13	-5	6	6	-27	3
32	Cc1ccc(NC(=O)CN2CCc3ccccc3C2)cc1C
  1	x	1	9	-11	5	-29	-1
33	COCCNC(=O)C(c1ccc(OC)cc1)N(C(=O)Cn1nnc2ccccc21)c1cccnc1 (centres undefined)
  x	x	-6	x	1	x	-3	-52
34	Cc1ccc(/C=N/N2CCN(c3ccccn3)CC2)o1
  x	-1.1	1	x	1	x	-30	5
35	O=C(CNC(=O)c1ccco1)Nc1ccc(F)cc1
  -2	-0.2	1	0	-5	-4	-18	2
36	COc1cccc(S(=O)(=O)N[C@H]2CC[C@H](CC(=O)NCc3ccc(Cl)cc3)O[C@@H]2CO)c1
  2	0.0	0	-5	3	-4	8	-3
37	COc1ccc(NS(=O)(=O)c2cc(NC(=O)Cc3cccs3)ccc2C)cc1
  x	1.1	0	x	0	x	-13	-1
38	Cc1ccc(C)c(OCCC(=O)NNC(=O)Cn2nc(C)cc2C)c1
  x	0.0	1	x	x	x	-5	-6
39	COc1ccccc1N1C(=O)CC(N2CCN(c3ccc([N+](=O)[O-])cc3)CC2)C1=O (centres undefined)
  -6	x	-2	3	2	-4	-9	5
40	COc1ccccc1CNc1nc(NCCOc2ccccc2Cl)c2sccc2n1
  5	1.3	1	1	x	-4	-12	-3
41	N#Cc1nc(COc2ccccc2F)oc1NCCc1ccccc1
  -2	x	x	27	-2	-10	x	x
42	COc1ccc(NC(=O)N(C)C[C@H]2Oc3ccc(N(C)C)cc3C(=O)N([C@H](C)CO)C[C@@H]2C)cc1
  -5	x	14	-2	5	-4	3	2
43	CC(=O)c1cccc(NC(=O)c2cnn3ccccc23)c1
  -1	x	-1	20	-1	-5	-8	3
44	Cc1nc(CN2CCN(C(=O)NC3(c4ccccc4)CC3)CC2)cs1
  1	x	x	-7	-2	-5	x	x
45	Cc1ccc(C(=O)CN(CCC(=O)O)C(=O)c2ccncc2)cc1
  -1	-0.1	-2	14	-13	4	-6	2

(next part)
Each structure is followed by: PglD inh	E-sel inducer	Casp6 inh	esBAF inh	ARNT-TACC3 inh	RAD54 inh	RAD52 anneal inh	ERp5 inh
46	CCCc1cc(C(=O)N/N=C/c2cccn2C)cs1
  6	-0.1	-1	54*	-3	6	-37	3
47	C[C@@H]1CN([C@@H](C)CO)C(=O)c2cccc(NC(=O)Nc3ccc(F)cc3)c2O[C@@H]1CN(C)S(=O)(=O)c1ccc(Cl)cc1
  10	0.1	3	7	8	5	9	0
48	Cc1cccc(OCC(O)CN2CCc3ccccc3C2)c1 (centres undefined)
  1	0.0	-2	2	-5	15	4	1
49	Cc1cc(C(C)(C)C)oc1C(=O)O
  x	x	0	x	-4	x	4	1
50	O=P(Cc1ccccc1O)(c1ccccc1)c1ccccc1
  x	0.2	-5	x	2	x	-1	3
51	Cc1ccc2c(c1)C(=O)CC1(CCC(C(C)(C)C)CC1)O2 (centres undefined)
  -2	-0.1	0	-2	4	8	-1	1
52	COc1ccccc1/C=C1\SC(=O)N(CCC(=O)N2CCCCC2CCO)C1=O (centres undefined)
  -8	x	-1	19	9	11	-14	4
53	COc1cc(NS(=O)(=O)c2ccc(NC(=S)NC(=O)/C=C/c3ccc(OC)c(OC)c3)cc2)ncn1
  -4	x	2	3	3	2	-43	-5
54	COc1ccccc1-c1ccc2c(c1)O[C@H](CN(C)C(=O)c1cccnc1)[C@@H](C)CN([C@@H](C)CO)S2(=O)=O
  1	-0.2	0	4	3	-5	2	3
55	CC(C)(C)c1cc(NC(=O)c2cccs2)no1
  1	-1.1	-1	-9	x	-12	-3	3
56	O=C1CC(C(=O)O)S/C(=N\N=C\c2ccc(Br)cc2)N1 (centres undefined)
  7	0.7	1	-3	-4	-15	-7	6
57	C[C@@H]1CCCCO[C@@H](CN(C)C(=O)Nc2ccc(F)cc2)[C@@H](C)CN([C@H](C)CO)C(=O)c2cc(NC(=O)CCC(F)(F)F)ccc2O1
  -8	x	-1	1	5	-12	-9	11
58	C=C(C)CSc1nc2sc3c(c2c(=O)n1-c1ccc(OC)cc1)CCN(C)C3
  x	-0.2	4	x	x	x	7	-1
59	C/C=C/c1ccc2c(c1)O[C@@H](CN(C)C(=O)c1ccccc1F)[C@H](C)CN([C@@H](C)CO)S2(=O)=O
  1	-0.7	-2	-3	-13	2	1	-5
60	Cc1ccccc1Nc1nc(N)nc(COC(=O)CCC(=O)c2ccc(F)cc2)n1
  x	x	2	x	-8	x	-44	5

Next section:
Each structure is followed by: PglD inh	E-sel inducer	Casp6 inh	esBAF inh	ARNT-TACC3 inh	RAD54 inh	RAD52 anneal inh	ERp5 inh
61	CSCC[C@H](NC(=O)OC(C)(C)C)C(=O)N/N=C/c1c(C)[nH]c(=O)[nH]c1=O
  0	x	x	-8	24	1	x	x
62	C[C@H](CO)N1C[C@H](C)[C@@H](CN(C)Cc2ccc(-c3ccccc3)cc2)Oc2ccc(NC(=O)C3CCCCC3)cc2C1=O
  -3	0.2	0	3	-8	1	-1	4
63	O=C(COC(=O)c1cccs1)NCc1ccccc1
  5	x	-2	-3	-23	-3	-2	0
64	Cc1ccc(NC(=O)CN(C)S(=O)(=O)c2cccs2)cc1C
  -4	x	-4	98*	-2	-14	-19	-15
65	CCCC#Cc1cnc2c(c1)C(=O)N([C@H](C)CO)C[C@@H](C)[C@@H](CN(C)C(=O)C1CCOCC1)O2
  1	0.6	-1	0	-7	-8	1	3

Some of the entries above in another layout:
#63 O=C(COC(=O)c1cccs1)NCc1ccccc1
  PglD inh = 5	E-sel inducer = x	Casp6 inh = -2	esBAF inh = -3	ARNT-TACC3 inh = -23	RAD54 inh = -3	RAD52 anneal inh = -2	ERp5 inh = 0

#62 C[C@H](CO)N1C[C@H](C)[C@@H](CN(C)Cc2ccc(-c3ccccc3)cc2)Oc2ccc(NC(=O)C3CCCCC3)cc2C1=O
  PglD inh = -3	E-sel inducer = 0.2	Casp6 inh = 0	esBAF inh = 3	ARNT-TACC3 inh = -8	RAD54 inh = 1	RAD52 anneal inh = -1	ERp5 inh = 4
